Screening data (PubChem)
NOD1 NF-kB reporter: inhibition of NOD1-driven NF-kB reporter – cell-based, luminescence, uHTS, primary screen (AID 1578); hit rate 1% among 290,000; NOD1-driven NF-kB luciferase reporter cells, luminescence; higher % means a stronger effect; inhibition, % at 4 µM; hits with a dose series show EC50 in µM; in the data active = inhibition mostly above about 36%, no sharp cut-off; inactive = mostly below about 34%;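 also: HEK-293T reporter cells stimulated with the NOD1 agonist gamma-tri-DAP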
Large T inhibition: SV40 large T antigen inhibitors, biochemical (AID 1903); one-dose inhibition, % at 20 µM; IC50 in µM for titrated hits; hit rate 0.39% among 310,000; SV40 large T antigen ATPase/helicase inhibition assay; higher % means a stronger effect; in the data active = a potency from the dose series; also: strong numbers were not always called active
KOR beta-arrestin-1: kappa opioid receptor activators – cell-based, luminescence, uHTS, primary screen (AID 1777); KOR beta-arrestin recruitment, luminescence; higher % means a stronger effect; activation, % at 10 µM; hits with a dose series show EC50 in µM; hit rate 0.02% among 280,000; in the data active = activation above about 50%, passing the limit was not always enough; also: a part of the inactive calls stands beside numbers as strong as those of hits
GPR55 LPI antagonism: GPR55 antagonists blocking LPI-driven arrestin recruitment, primary screen, imaging, U2OS, beta-arrestin-GFP, LPI agonist (AID 2013); U2OS GPR55 beta-arrestin-GFP translocation imaging, LPI antagonism; higher % means a stronger effect; inhibition, % at 10 µM, or IC50 in µM where a hit was titrated; hit rate 0.13% among 290,000;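 active = spots per cell inhibited over 60%, with over 100 cells counted and total cytoplasm intensity under 500,000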;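 also: U2OS cells stably carrying GPR55 and arrestin-GFP stimulated by 5 µM LPI near EC80; imaged beta-arrestin-GFP aggregate spots per cell after agonist stimulation; plate controls were LPI-stimulated DMSO wells for no effect and DMSO wells without LPI for full effect; some results filed as inactive read as strong as hits; confirmed hits need IC50 under 10 µM and bright autofluorescent wells are also inconclusive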
Rac1 GTP hydrolysis: MgcRacGAP GTPase-activating activity inhibitors, confirmation, biochemical, ADP Hunter fluorescence. hit rate 0.6% among 340,000. MgcRacGAP-stimulated Rac1 GTP hydrolysis, ADP Hunter fluorescence; higher % means a stronger effect; GST-tagged Rac1 F28L mutant substrate. AID 624330. one-dose inhibition, % at 30 µM; IC50 in µM for titrated hits;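 active = first-screen hits whose inhibition reached a set limit at any dose in the follow-up dose series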;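 also: fluorescence reports GDP produced by GAP-driven GTP hydrolysis; strong numbers were not always called active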
KOR beta-arrestin-2: kappa opioid receptor blockers – cell-based, luminescence, uHTS (AID 1778); KOR beta-arrestin recruitment, luminescence, antagonist mode; higher % means a stronger effect; inhibition, % at 10 µM; hits with a dose series show IC50 in µM; hit rate 0.091% among 290,000; also: strong numbers were not always called active
GPR55 beta-arrestin: GPR55 agonists via beta-arrestin recruitment, primary screen, imaging, U2OS cells, beta-arrestin-GFP redistribution (AID 1961) | U2OS GPR55 beta-arrestin-GFP redistribution imaging; higher % means a stronger effect | activation, % at 10 µM, or EC50 in µM where a hit was titrated | hit rate 0.048% among 290,000;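 active = activation above 40% with more than 50 cells counted in the well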;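 also: U2OS osteosarcoma cells stably expressing GPR55 and beta-arrestin-GFP; plate controls were DMSO negative control for no effect and LPI positive control for full effect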
HEK293 NOD2/NF-kB: inhibition of NOD2-driven NF-kB reporter – cell-based, luminescence, uHTS, HEK293 (AID 1566). HEK293 NOD2/NF-kB luciferase reporter, luminescence; higher % means a stronger effect. inhibition, % at 4 µM; hits with a dose series show EC50 in µM. hit rate 0.63% among 290,000; also: many of its hits are not listed in these tables
HIV fusion peptide: inhibitors of HIV fusion peptide binding, primary screen, biochemical, uHTS, fluorescence dequenching (AID 1986) | hit rate 0.3% among 290,000 | cell-free peptide binding, fluorescence dequenching, 30 min; higher % means a stronger effect | inhibition, % at 20 µM, or IC50 in µM where a hit was titrated; in the data active = inhibition mostly above about 52%, no sharp cut-off; inactive = mostly below about 76%; also: some results filed as inactive read as strong as hits
Numbers without * were called inactive; x = no result given; [ ] = dose if it differs, or a comment. Rule as the data show it, unless noted: active = inhibition above about 50%; inactive = the rest.

SMILES | NOD1 NF-kB reporter | Large T inhibition | KOR beta-arrestin-1 | GPR55 LPI antagonism | Rac1 GTP hydrolysis | KOR beta-arrestin-2 | GPR55 beta-arrestin | HEK293 NOD2/NF-kB | HIV fusion peptide
Cc1nnc(-n2cnc3ccccc32)c2ccccc12 | -4% | 6% | -0.1% | 4% | 5% | 30% | 0.5% | 8% | -1.8%
COc1ccc(/C=N/Nc2nc(=O)[nH]nc2C)cc1[N+](=O)[O-] | 23% | 12% | -3.2% | -6% | 11% | 16% | 0.1% | 15% | 0.5%
CCOCCn1c(SC(C)C(C)=O)nc2c1c(=O)[nH]c(=O)n2C (stereo not drawn) | 2% | 3% | 2.9% | -2% | 6% | 9% | -0.1% | 14% | 0.4%
C=CCOC(=O)C1=C[C@@H](c2ccc(Br)cc2)[C@H](CCCO)[C@@H](OCC)O1 | 16% | 9% | 32% | 6% | -32% | -8% | 1.4% | 10% | -1.1%
CC(C)CCNc1nc2c(c(=O)[nH]c(=O)n2C)n1CC(O)COC(C)C (stereo not drawn) | -21% | 8% | 2.3% | 20% | 6% | -4% | -0.1% | 1% | 3.4%
CCN(Cc1ccccc1)Cc1c(C)[nH]c2c(C)c(C)ccc2c1=O | -16% | 1% | -3.4% | 15% | 9% | -6% | 0.2% | 1% | 0.0%
COc1ccc(CN(C2CCCC2)S(=O)(=O)c2ccc(-n3cnnn3)c(OC)c2)cc1OC | -1% | 7% | -2.8% | -2% | 1% | 46% | -0.2% | -7% | 0.4%
O=C(CSc1ncccn1)N1CCC(Cc2ccccc2)CC1 | -16% | 4% | -1.2% | 16% | 13% | -3% | 1.0% | 3% | 0.1%
CCOc1ccc(Nc2ncnc3c2cnn3C)cc1 | 5% | 15% | -1.1% | -10% | 6% | -17% | 0.3% | 14% | 1.2%
Cc1cccc(CNS(=O)(=O)c2ccc(-c3cnc(C4CC4)o3)cc2)c1 | 25% | 15% | 0.8% | -5% | -19% | -8% | 0.0% | 27% | 0.5%
COc1cccc(NC(=S)NNC(=O)C(C)n2nc(C)c([N+](=O)[O-])c2C)c1 (stereo not drawn) | 4% | 11% | -2.1% | 27% | -4% | 6% | -0.1% | 19% | -3.3%
O=C(c1cccc(Cl)c1)N1CCC(=O)N(C(COCc2ccccc2)Cc2ccccc2)CC1 (stereo not drawn) | -26% | 12% | 1.1% | 6% | 11% | -2% | 0.3% | -1% | 1.2%
Fc1ccc(/C=C2\CCCC3=C2Nc2ncnn2C3c2ccc(F)cc2)cc1 (stereo not drawn) | 7% | 24% | 1.4% | -7% | 3% | -22% | 1.0% | 1% | 10%
COc1cccc2cc(C(N)=O)/c(=N/NC(=O)COc3ccc(Cl)cc3)oc12 | -19% | 16% | -1.9% | 4% | x | 27% | -0.2% | -5% | -0.9%
O=C(CN(C1CCCCC1)S(=O)(=O)c1ccc(Cl)cc1)NCc1ccncc1 | -10% | 4% | 1.4% | 4% | -1% | -1% | -0.3% | 14% | -0.5%
O=C(c1ccccc1)N1CCN(c2ccccc2F)CC1 | 10% | 1% | -1.1% | -3% | 5% | 3% | -0.1% | 14% | 0.3%
COc1ccc2oc(=O)c(-c3nnc(NCc4ccco4)s3)cc2c1 | -42% | -1% | -1.9% | 16% | -1% | 44% | -0.1% | -43% | 9.2%
Cc1cc2ccccc2n1CCNC(=O)COc1ccc2ccccc2c1 | -23% | 30% | -3.5% | 2% | 1% | -23% | -0.3% | 7% | 2.3%
COc1ccccc1CN1CC(C(=O)NCc2cc(C(C)C)no2)CCC1=O (stereo not drawn) | -30% | 2% | 0.1% | 10% | 3% | 10% | 0.0% | 0% | 1.2%
CC(C)c1nc(CN2CCCCC2)cc(=O)[nH]1 | -23% | 6% | -0.8% | -9% | x | -40%[20 µM] | -0.1% | -16% | -1.6%
COc1cccc(C2CC(c3c(F)cccc3Cl)n3nc(N)nc3N2)c1 (stereo not drawn) | -41% | 3% | -0.9% | 13% | 0% | -23% | -0.2% | -8% | -1.7%
Cc1ccc(NC(=O)CSCc2cc(=O)n3cc(C)sc3n2)cc1 | -3% | 1% | -0.7% | -15% | -4% | -19% | -0.1% | 23% | 0.9%
COc1cccc2cc(-c3cc(=O)oc4ccc(OCC(C)=O)cc34)oc12 | 39% | 6% | 18% | 7% | 9% | -154% | -0.1% | 32% | -1.1%
O=C(NCc1ccncc1)C(=O)NCC(c1ccco1)N1CCN(c2ccc(F)cc2)CC1 (stereo not drawn) | 45% | 5% | 9.4% | -2% | -1% | 23% | 0.3% | 0% | -3.7%
CC(=O)N1c2ccc(S(=O)(=O)N3CCC(C(=O)NC(C)c4ccccc4)CC3)cc2CC1C (stereo not drawn) | 28% | x | x | 13% | 4% | 2%[20 µM] | -0.1% | 8% | -2.1%
Cc1cc(C)n2nc(CNS(=O)(=O)c3ccc(C)c(C)c3)nc2n1 | 8% | 4% | 4.6% | -16% | 7% | 15%[20 µM] | 0.5% | 8% | 3.4%
COc1ccc(/C=C/C2=NC(=C\N(C)C)/C(=O)O2)cc1 | -62% | 12% | 2.1% | 4% | 20% | -4% | 0.0% | -43% | 12%
Cc1c(NC(=O)CSc2nnc(-c3ccncc3)o2)c(=O)n(-c2ccccc2)n1C | -6% | 10% | -3.3% | 2% | 3% | -5% | -0.2% | 10% | -1.4%
O=C(Nc1cccc(-c2cn3ccccc3n2)c1)c1cccc(Cl)c1 | -11% | 6% | 17% | 5% | 1% | -41% | -0.3% | -3% | 3.9%
O=C(COc1ccccc1Cl)Nc1nc(-c2cccs2)cs1 | 28% | 6% | 3.4% | 6% | 15% | -31% | -0.1% | 14% | -3.7%
CC1(N(O)C=C2C=CC(=O)C=C2)CCCCC1=O (stereo not drawn) | -17% | 21% | 3.6% | 4% | 6% | -9% | 0.7% | -2% | -1.6%
COc1cccc(C(=O)NCC(=O)N/N=C/c2c(C)[nH]c3ccccc23)c1 | 17% | -11% | -4.8% | -6% | 10% | -9% | 0.2% | 14% | -2.9%
CCOc1ccc(N=Nc2c(=O)[nH]n3c(=O)c4c([nH]c23)CCCC4)cc1 | -2% | 13% | 2.5% | -11% | 9% | -3% | -0.2% | 19% | 34%
N#C/C(=C\c1ccc(Cl)cc1)c1nc(-c2ccco2)cs1 | -27% | 5% | -3.6% | 21% | 3% | 0% | -0.2% | 12% | 16%
N#C/C(=C/c1ccc(N2CCOCC2)c([N+](=O)[O-])c1)C(N)=O | -11% | 5% | -1.7% | -5% | 2% | 4% | -0.1% | 20% | 2.1%
COc1ccc(CCNc2nncc(=O)[nH]2)cc1OC | -1% | 6% | -3.2% | 5% | -5% | -18% | 0.1% | 9% | 0.6%
N#CCOc1coc(CN2CCN(c3cccc(Cl)c3)CC2)cc1=O | -22% | 14% | 7.5% | 9% | 13% | -27% | -0.1% | -5% | 2.1%
CC(C)CSc1nnc(N)s1 | -18% | 10% | 1.8% | 3% | 9% | -16% | 0.3% | -1% | 2.4%
CN(c1ccc(C(=O)NCCSCc2ccccc2)cc1)S(=O)(=O)c1ccccc1 | 6% | 6% | 3.2% | -6% | 13% | -15% | -0.1% | -5% | -4.2%
CC(C)[C@H](NC(=O)c1ccccc1)C(=O)OCC(=O)NCCc1ccc(F)cc1 | -9% | 11% | 0.1% | -7% | 7% | -34% | 0.0% | 3% | 0.8%
COc1ccc(-c2cc3ccccc3n2CC(O)CN2CCN(CCO)CC2)cc1 (stereo not drawn) | -9% | 1% | -1.9% | 0% | 7% | 14% | -0.1% | 6% | -0.1%
CC(C)(C)c1ccc(C(=O)NC(CC(=O)O)c2ccc(OC3CCCC3)cc2)cc1 (stereo not drawn) | -4% | 5% | -0.9% | 8% | 6% | -14% | -0.1% | -19% | 6.9%
CSc1nc2ccc3nc(NC(=O)C4COc5ccccc5O4)sc3c2s1 (stereo not drawn) | -5% | 3% | 3.0% | -7% | 5% | -28% | -0.3% | 16% | 4.0%
O=c1[nH]cc(N2CCCCCC2)c(=O)[nH]1 | 3% | 5% | 1.3% | 13% | -4% | 31% | -0.1% | 2% | 1.5%
Cc1ccc(NC(=O)/C=C/c2ccc3c(c2)OCO3)cc1S(=O)(=O)N1CCOCC1 | 35% | 16% | 2.2% | -2% | 2% | 25% | 0.1% | -9% | -1.5%
CCC(C(=O)N1CCc2cc(OC)c(OC)cc2C1)c1ccccc1 (stereo not drawn) | 12% | -2% | -1.8% | -10% | -2% | 41% | -0.1% | 12% | -1.0%
COC(=O)c1c(NC(=O)C(=O)NCC2CCCO2)sc2c1CC(C)(C)OC2 (stereo not drawn) | -16% | x | -5.3% | -12% | 6% | -28% | -0.2% | 32% | -0.1%
CCCCN1C(=O)/C(=C(/C#N)C(N)=O)c2ccccc21 | -10% | 61µM* | 16% | 15% | 11% | 2% | -0.1% | 16% | 1.5%
O=C(NC1CC1)c1ccc2c3c(cccc13)CC2 | 2% | 19% | 9.7% | 4% | 7% | 0% | 0.1% | 13% | 0.6%
CC1(C)Cc2c(cnn2-c2ccc(F)cc2)C(NC(=O)CCC(F)(F)F)C1 (stereo not drawn) | -1% | 1% | -2.0% | -7% | 7% | 4% | -0.1% | 14% | -1.3%
O=C(NCCc1ccccc1)c1nc(-c2cccs2)no1 | -42% | 10% | -3.7% | -15% | 6% | -17%[20 µM] | 0.7% | -54% | -0.9%
Cc1ccc2nc(-c3ccc(N4C(=O)CC(N5CCC(C(N)=O)CC5)C4=O)cc3)sc2c1 (stereo not drawn) | -17% | 20% | -6.5% | 17% | x | -10% | -0.4% | -9% | -0.2%
CCNC(=S)NC1CC2CCC(C1)N2Cc1ccccc1 (stereo not drawn) | 11% | 8% | -2.5% | 7% | 0% | 22% | -0.1% | 20% | -2.6%
CCCSc1ncc(Cl)c(C(=O)Nc2ccc(S(=O)(=O)Nc3ncccn3)cc2)n1 | 35% | 10% | 3.9% | 7% | 7% | -4% | -0.1% | 0% | 0.5%

Filtered by structure: the compounds so far with a nitro group on carbon.
SMILES | NOD1 NF-kB reporter | Large T inhibition | KOR beta-arrestin-1 | GPR55 LPI antagonism | Rac1 GTP hydrolysis | KOR beta-arrestin-2 | GPR55 beta-arrestin | HEK293 NOD2/NF-kB | HIV fusion peptide
COc1ccc(/C=N/Nc2nc(=O)[nH]nc2C)cc1[N+](=O)[O-] | 23% | 12% | -3.2% | -6% | 11% | 16% | 0.1% | 15% | 0.5%
COc1cccc(NC(=S)NNC(=O)C(C)n2nc(C)c([N+](=O)[O-])c2C)c1 (stereo not drawn) | 4% | 11% | -2.1% | 27% | -4% | 6% | -0.1% | 19% | -3.3%
N#C/C(=C/c1ccc(N2CCOCC2)c([N+](=O)[O-])c1)C(N)=O | -11% | 5% | -1.7% | -5% | 2% | 4% | -0.1% | 20% | 2.1%

The list is partial; rates above refer to the full screens.
